Screening data deposited in PubChem BioAssay by several laboratories.
NPY Y1 blocker: NPY-Y1 (human) receptor antagonism | P25929 | HEK293-CNG Y1 cells, membrane potential fluorescence; NPY at EC95, then isoproterenol | inhibition, % at 3.6 µM | actives 1% (n = 200,000);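 active = inhibition above the campaign mean inhibition of all tested compounds plus 3 SD, cut at about 20% in these data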;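 note: 0% = DMSO wells given NPY plus isoproterenol and 100% = isoproterenol alone without NPY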
Target sequence (P25929 whole entry, looked up): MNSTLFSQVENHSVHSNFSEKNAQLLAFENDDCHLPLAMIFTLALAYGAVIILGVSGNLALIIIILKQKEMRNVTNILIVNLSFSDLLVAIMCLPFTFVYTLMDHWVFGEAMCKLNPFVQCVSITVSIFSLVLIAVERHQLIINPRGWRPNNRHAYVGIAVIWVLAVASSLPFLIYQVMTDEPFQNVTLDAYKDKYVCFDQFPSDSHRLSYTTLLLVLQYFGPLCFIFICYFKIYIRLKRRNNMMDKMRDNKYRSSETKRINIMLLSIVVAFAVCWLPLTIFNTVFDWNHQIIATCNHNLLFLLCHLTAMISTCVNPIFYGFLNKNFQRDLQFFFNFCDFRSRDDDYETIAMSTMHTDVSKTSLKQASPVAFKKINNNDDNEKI
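Material: HEK293 cells co-expressing NPY Y1 receptor and cyclic-nucleotide gated channel. Timing: compound incubation 1 h at room temperature, readout 45 min post-stimulation. Signal: fluorescence, membrane potential probe.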
Runt-CBFb FRET: inhibitors of human RUNX1 Runt domain binding to CBFb | actives 0.46% (n = 220,000) | Q01196+Q13951 | AID 1496 | inhibition, % at 20 µM | Cerulean-Runt/Venus-CBFb FRET ratio 530/480, 1 h;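 active = inhibition over about 50% at 20 µM in the single-dose screen, limit read from the data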;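 note: 0% = DMSO wells and 100% = excess unlabeled CBFb competitor control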
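Measured by: fluorescence energy transfer, 422 nm excitation, 530/480 nm emission; test system: Cerulean-tagged RUNX1 Runt domain (FRET donor) fusion protein; buffer or medium: Tris pH 7.5 buffer with BSA; compound: one dose, 20 µM compound, 1% DMSO; times: two 1 h room-temperature incubations shielded from light; benchmarks: unlabeled CBFb 5 µM, positive control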
p97 inhibitor: blocks human p97 ATPase activity; AID 1481; inhibition, % at 8 µM; P55072; actives 0.42% (n = 220,000); recombinant p97 ATPase, Kinase-Glo ATP luminescence, 3 h; in the data active = inhibition above about 15%;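 note: 0% = DMSO vehicle and 100% = wells lacking enzyme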
Hck Nef HTS: human Hck-Nef kinase inhibition; inhibition, % at 20 µM; P08631; Recombinant Hck-YEEI plus Nef, Z-Lyte FRET kinase assay; actives 0.68% (n = 220,000); AID 463187;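 active = Hck-Nef kinase inhibition above about 50%, limit read from the data; inactive = inhibition below that limit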;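 note: 0% = DMSO with Hck plus Nef and 100% = Hck alone without Nef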
RBBP9 inh: inhibitors of human serine hydrolase RBBP9; actives 0.2% (n = 220,000); inhibition, % at 7.94 µM; recombinant RBBP9, FP-Rh probe fluorescence polarization; O75884;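 active = inhibition above the campaign mean of all tested compounds plus 3 SD, cut at about 14% in these data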;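 note: plate controls were DMSO wells with RBBP9 for no effect and wells lacking RBBP9 protein for full effect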
Target sequence (O75884 whole entry, looked up): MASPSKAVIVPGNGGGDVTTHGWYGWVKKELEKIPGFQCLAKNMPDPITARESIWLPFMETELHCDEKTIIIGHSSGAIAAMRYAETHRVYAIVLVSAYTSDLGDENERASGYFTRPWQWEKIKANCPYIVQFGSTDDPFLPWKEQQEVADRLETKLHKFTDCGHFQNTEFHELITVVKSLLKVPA
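Test system: recombinant human RBBP9; Timing: 30 min then 45 min, 25 °C; Detection: fluorescence polarization; Control set: RBBP9 with DMSO as uninhibited control, no-protein wells as full inhibition; Compound dosing: one concentration, 7.94 µM nominal, 0.794% DMSO; Probe or stimulus: FP-Rh activity-based probe, 375 nM before mixing.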
NPY-Y2 PAM-ag: potentiates or activates human NPY-Y2 receptor; AID 1359; actives 0.45% (n = 220,000); cells expressing NPY-Y2, potentiator/agonist read-out; activation, % at 3.6 µM; P49146; in the data active = activation above about 27%;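 note: cells stimulated with NPY near EC25 plus isoproterenol at EC100; 0% = vehicle plus submaximal agonist and 100% = vehicle plus saturating agonist; some results beyond the cut were filed as inactive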
Target sequence (P49146 whole entry, looked up): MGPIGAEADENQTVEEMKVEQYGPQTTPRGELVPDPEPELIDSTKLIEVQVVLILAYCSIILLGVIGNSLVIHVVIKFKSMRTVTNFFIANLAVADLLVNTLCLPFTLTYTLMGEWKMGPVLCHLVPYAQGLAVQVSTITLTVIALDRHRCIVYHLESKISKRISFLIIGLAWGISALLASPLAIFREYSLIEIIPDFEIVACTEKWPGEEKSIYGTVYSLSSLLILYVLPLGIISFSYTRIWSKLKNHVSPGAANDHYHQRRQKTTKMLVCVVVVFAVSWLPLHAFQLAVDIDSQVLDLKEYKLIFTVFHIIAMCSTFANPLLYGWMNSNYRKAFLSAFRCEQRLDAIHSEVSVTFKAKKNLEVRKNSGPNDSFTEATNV
Mdm2 ligase inh: Mdm2 E3 ligase (human) inhibition; Q00987; cell-based MDM2 ubiquitination luciferase reporter, 2 h; 0 = plate control, 100 = twice control, blank-subtracted; signal enhancement, % at 5 µM; actives 0.11% (n = 210,000);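 active = signal enhancement of 30% or more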;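 note: luminescence tracks abundance of the self-degrading MDM2-luciferase fusion protein; higher signal means inhibition of MDM2 E3 ligase activity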
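Assay system: stable mammalian line carrying autodegrading MDM2–luciferase fusion reporter; amount: 2000 cells seeded into each well; buffer or medium: DMEM; benchmarks: plate control and blank wells; signal: luciferase luminescence; timing: 2 h compound exposure at 37 °C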
Runt-SMMHC FRET: Runt domain-CBFb-SMMHC interaction inhibition. Q01196+Q13951. Cerulean-Runt/Venus-CBFb-SMMHC FRET ratio 530/480, 1 h. inhibition, % at 20 µM. actives 0.74% (n = 220,000). AID 1434;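 active = mean inhibition across duplicate retests at 20 µM reaching about 50%, limit read from the data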;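 note: 0% = DMSO wells and 100% = wells with excess untagged CBFb-SMMHC; inhibitors lower the FRET ratio by blocking Runt binding to CBFb-SMMHC; some results filed as inactive read as strong as hits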
NPY1 pot ag: potentiates or activates human NPY-Y1 receptor; P25929; actives 0.37% (n = 220,000); AID 1304; NPY-Y1 expressing cells, potentiator/agonist activation; activation, % at 3.6 µM; in the data active = activation above about 33%, passing the limit was not always enough;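 note: cells stimulated with NPY at EC10 then isoproterenol at EC100; 0% = low agonist plus stimulus and 100% = saturating agonist plus stimulus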
Active calls of the source: *.

For Clc1ccc2nc3c4ccccc4cnn3c2c1 the results were NPY Y1 blocker 6, Runt-CBFb FRET 0, p97 inhibitor -1, Hck Nef HTS -2, RBBP9 inh -7, NPY-Y2 PAM-ag 5, Mdm2 ligase inh -35, Runt-SMMHC FRET -4 and NPY1 pot ag -2.
`O=C(CCCSc1nc2ccccc2s1)NC1=NCCS1` gave NPY Y1 blocker -2, Runt-CBFb FRET 1, p97 inhibitor 1, Hck Nef HTS 1, RBBP9 inh -6, NPY-Y2 PAM-ag 1, Mdm2 ligase inh -13, Runt-SMMHC FRET -4 and NPY1 pot ag 4.
`Cc1cccc(NC(=O)/C(=C/c2cccc([N+](=O)[O-])c2)NC(=O)c2cccs2)c1` gave NPY Y1 blocker -1, Runt-CBFb FRET 0, p97 inhibitor 4, Hck Nef HTS 5, RBBP9 inh -3, NPY-Y2 PAM-ag 0, Mdm2 ligase inh -17, Runt-SMMHC FRET 0 and NPY1 pot ag -2.
`Cn1c(SCCC#N)nnc1-c1ccccc1F` gave NPY Y1 blocker -1, Runt-CBFb FRET 1, p97 inhibitor 3, Hck Nef HTS 0, RBBP9 inh -2, NPY-Y2 PAM-ag 12, Mdm2 ligase inh -16, Runt-SMMHC FRET 0 and NPY1 pot ag 11.
Screening Nc1cccc2c1C(=O)N(C(=O)/C=C/c1cccc(Br)c1)C2=O returned Runt-CBFb FRET -49, p97 inhibitor 17*, Hck Nef HTS -60, RBBP9 inh 6, NPY-Y2 PAM-ag 5, Mdm2 ligase inh 35*, Runt-SMMHC FRET 84* and NPY1 pot ag -20.
For Cc1sc(NC(=O)c2ccco2)c(CN2CCN(c3ccc(F)cc3)CC2)c1C the results were NPY Y1 blocker 0, Runt-CBFb FRET 2, p97 inhibitor 5, Hck Nef HTS 15, RBBP9 inh -11, NPY-Y2 PAM-ag 10, Mdm2 ligase inh -13, Runt-SMMHC FRET 0 and NPY1 pot ag 25.
CCc1ccc(C(=O)COC(=O)c2cnccn2)cc1 was read as NPY Y1 blocker -3, Runt-CBFb FRET 0, p97 inhibitor 2, Hck Nef HTS -1, RBBP9 inh -3, NPY-Y2 PAM-ag 3, Mdm2 ligase inh 12, Runt-SMMHC FRET -8 and NPY1 pot ag 9.
`O=C(O)C1C2C=CC(C2)C1C(=O)NCc1cccnc1` (configuration not stated) gave NPY Y1 blocker -4, Runt-CBFb FRET -1, p97 inhibitor 4, Hck Nef HTS 0, RBBP9 inh 8, NPY-Y2 PAM-ag 9, Mdm2 ligase inh -10, Runt-SMMHC FRET 4 and NPY1 pot ag 8.
O=C(NCCc1ccccc1)c1cc2sccc2n1Cc1ccccc1 was read as NPY Y1 blocker -5, Runt-CBFb FRET -3, p97 inhibitor -6, Hck Nef HTS -1, RBBP9 inh -7, NPY-Y2 PAM-ag -35, Runt-SMMHC FRET 4 and NPY1 pot ag 19.
`O=C(Nc1ccccc1-c1ccccc1)C1CCC1` gave NPY Y1 blocker 9, Runt-CBFb FRET -1, p97 inhibitor 1, Hck Nef HTS 21, RBBP9 inh -6, NPY-Y2 PAM-ag -7, Mdm2 ligase inh -13, Runt-SMMHC FRET -1 and NPY1 pot ag 0.
`Cn1c(=O)c2c(nc(SCC(=O)N3CCCCCC3)n2C)n(C)c1=O` gave NPY Y1 blocker 8, Runt-CBFb FRET 0, p97 inhibitor -4, Hck Nef HTS 0, RBBP9 inh -8, NPY-Y2 PAM-ag 3, Mdm2 ligase inh -3, Runt-SMMHC FRET 1 and NPY1 pot ag 5.
CCCN1C(=O)C(NS(=O)(=O)c2ccc(N)cc2)(C(F)(F)F)C(C(=O)OC)=C1C (configuration not stated) was read as NPY Y1 blocker -4, Runt-CBFb FRET 1, p97 inhibitor 0, Hck Nef HTS 1, RBBP9 inh 1, NPY-Y2 PAM-ag -5, Mdm2 ligase inh 0, Runt-SMMHC FRET -4 and NPY1 pot ag -3.
For CCC(=O)N1CCc2cc(Br)cc(S(=O)(=O)N3CCN(C(=O)c4ccco4)CC3)c21 the results were NPY Y1 blocker -3, Runt-CBFb FRET -1, p97 inhibitor -1, Hck Nef HTS -13, RBBP9 inh -4, NPY-Y2 PAM-ag 3, Mdm2 ligase inh -10, Runt-SMMHC FRET -3 and NPY1 pot ag -1.
`Cc1cccc2nc(CSc3nc4ccccc4[nH]3)cn12` gave NPY Y1 blocker -2, Runt-CBFb FRET 71*, p97 inhibitor 14, Hck Nef HTS 15, RBBP9 inh -2, NPY-Y2 PAM-ag -10, Mdm2 ligase inh -13, Runt-SMMHC FRET 0 and NPY1 pot ag 14.
Screening CCOc1ccc2nc(/N=C/c3nc(-c4ccccc4)oc3O)sc2c1 returned NPY Y1 blocker 0, Runt-CBFb FRET -95, p97 inhibitor 5, Hck Nef HTS -2, RBBP9 inh -1, NPY-Y2 PAM-ag -1, Mdm2 ligase inh -6, Runt-SMMHC FRET -48 and NPY1 pot ag -1.
CC(=O)Nc1ccc(NC(=O)CCn2c(=S)oc3ccccc32)cc1 was read as NPY Y1 blocker -2, Runt-CBFb FRET 0, p97 inhibitor -3, Hck Nef HTS 7, RBBP9 inh -8, NPY-Y2 PAM-ag -4, Mdm2 ligase inh 17, Runt-SMMHC FRET -4 and NPY1 pot ag 13.
Screening Cc1ccccc1CO/N=C/c1[nH]ncc1Br returned Runt-CBFb FRET 0, p97 inhibitor 2, Hck Nef HTS 6, RBBP9 inh 2, NPY-Y2 PAM-ag -14, Mdm2 ligase inh -1, Runt-SMMHC FRET 2 and NPY1 pot ag -6.
COc1ccc(/C=C2\SC(=S)N(CC(=O)NNC(=O)c3ccncc3)C2=O)cc1 was read as NPY Y1 blocker 5, Runt-CBFb FRET -79, p97 inhibitor 6, Hck Nef HTS 29, RBBP9 inh -5, NPY-Y2 PAM-ag 10, Mdm2 ligase inh 28, Runt-SMMHC FRET -217 and NPY1 pot ag 3.
Cc1ccccc1N(C(=O)Cc1cccs1)C(C(=O)NC1CCCCC1)c1cn(C)nc1C (configuration not stated) was read as NPY Y1 blocker -1, Runt-CBFb FRET 0, p97 inhibitor -6, Hck Nef HTS 1, RBBP9 inh -11, NPY-Y2 PAM-ag 9, Mdm2 ligase inh -10, Runt-SMMHC FRET -2 and NPY1 pot ag -12.
N#CC12CCCCC1CC1CCCCC1(C#N)N2CCO (configuration not stated) was read as NPY Y1 blocker -3, Runt-CBFb FRET -2, p97 inhibitor 4, Hck Nef HTS 2, RBBP9 inh 1, NPY-Y2 PAM-ag 6, Mdm2 ligase inh -14, Runt-SMMHC FRET 4 and NPY1 pot ag 2.
`Cc1ccc(CNC(=O)C(Cc2ccccc2)n2cccc2)cc1` (configuration not stated) gave Runt-CBFb FRET -1, p97 inhibitor 0, Hck Nef HTS 7, RBBP9 inh -9, NPY-Y2 PAM-ag -11, Mdm2 ligase inh 1, Runt-SMMHC FRET 1 and NPY1 pot ag -3.
Screening CCN1C(=O)/C(=C\c2ccncc2)SC1=S returned Runt-CBFb FRET 6, p97 inhibitor 6, Hck Nef HTS 25, RBBP9 inh -3, NPY-Y2 PAM-ag 2, Runt-SMMHC FRET 4 and NPY1 pot ag 20.
Cc1c(N=Cc2c(O)n(C)c(=O)c3ccccc23)c(=O)n(-c2ccccc2)n1C was read as NPY Y1 blocker 4, Runt-CBFb FRET -4, p97 inhibitor 2, Hck Nef HTS 1, RBBP9 inh 2, NPY-Y2 PAM-ag 12, Mdm2 ligase inh -4, Runt-SMMHC FRET -9 and NPY1 pot ag 25.
Screening O=C(NCCOc1ccccc1)c1ncn[nH]1 returned NPY Y1 blocker -6, Runt-CBFb FRET -13, p97 inhibitor -1, Hck Nef HTS 1, RBBP9 inh 2, NPY-Y2 PAM-ag -7, Mdm2 ligase inh -12, Runt-SMMHC FRET 4 and NPY1 pot ag -12.
Cc1ccc(-c2nsc3c(N4CCC(C(N)=O)CC4)ncnc23)cc1 was read as NPY Y1 blocker -2, Runt-CBFb FRET 0, p97 inhibitor 2, Hck Nef HTS -9, RBBP9 inh -2, NPY-Y2 PAM-ag 7, Mdm2 ligase inh -33, Runt-SMMHC FRET 0 and NPY1 pot ag 22.
Screening COc1ccc(C(=O)NCc2nnc(SCC(=O)N3CCC(C)CC3)o2)cc1OC returned NPY Y1 blocker 4, Runt-CBFb FRET 2, p97 inhibitor 2, Hck Nef HTS 26, RBBP9 inh -4, NPY-Y2 PAM-ag -9, Mdm2 ligase inh -9, Runt-SMMHC FRET -2 and NPY1 pot ag 0.
`O=C(O)CCCNc1ccc([N+](=O)[O-])c(NCCCC(=O)O)n1` gave NPY Y1 blocker 2, Runt-CBFb FRET 0, p97 inhibitor 1, Hck Nef HTS -3, RBBP9 inh -8, NPY-Y2 PAM-ag -8, Mdm2 ligase inh -5, Runt-SMMHC FRET -3 and NPY1 pot ag -3.
For C=CCNC(=S)Nc1ccc(Br)cc1F the results were NPY Y1 blocker 4, Runt-CBFb FRET 1, p97 inhibitor 7, Hck Nef HTS 5, RBBP9 inh -10, NPY-Y2 PAM-ag -2, Runt-SMMHC FRET 0 and NPY1 pot ag -1.
For CN(C)CCCNCCCCNC(=O)/C=N/O the results were NPY Y1 blocker -5, Runt-CBFb FRET 0, p97 inhibitor 3, Hck Nef HTS 2, RBBP9 inh 3, NPY-Y2 PAM-ag 7, Mdm2 ligase inh -20, Runt-SMMHC FRET -6 and NPY1 pot ag 34.
Screening CCOc1ccc(S(=O)(=O)N(C(=O)c2ccco2)c2cc3sc(=O)oc3c3ccccc23)cc1 returned NPY Y1 blocker 7, Runt-CBFb FRET -7, p97 inhibitor 3, Hck Nef HTS 4, RBBP9 inh 30*, NPY-Y2 PAM-ag 9, Mdm2 ligase inh -4, Runt-SMMHC FRET 43 and NPY1 pot ag 25.
For CCc1nnc(NC(=O)c2sc3nc4c(cc3c2N)CCCCC4)s1 the results were NPY Y1 blocker -2, Runt-CBFb FRET 44, p97 inhibitor 4, Hck Nef HTS 43, RBBP9 inh -5, NPY-Y2 PAM-ag -5, Mdm2 ligase inh -12 and NPY1 pot ag -25.

Two entries drawn at random from the list so far:
N#CC12CCCCC1CC1CCCCC1(C#N)N2CCO (configuration not stated) was read as NPY Y1 blocker -3, Runt-CBFb FRET -2, p97 inhibitor 4, Hck Nef HTS 2, RBBP9 inh 1, NPY-Y2 PAM-ag 6, Mdm2 ligase inh -14, Runt-SMMHC FRET 4 and NPY1 pot ag 2.
`Cc1ccc(CNC(=O)C(Cc2ccccc2)n2cccc2)cc1` (configuration not stated) gave Runt-CBFb FRET -1, p97 inhibitor 0, Hck Nef HTS 7, RBBP9 inh -9, NPY-Y2 PAM-ag -11, Mdm2 ligase inh 1, Runt-SMMHC FRET 1 and NPY1 pot ag -3.
